beta cell repl – inducers of MIN6 beta-cell proliferation, primary screen, ATP luminescence, uHTS; MIN6 cells proliferation, ATPlite luminescence, 48 h; cells starved in 0.2% serum; 100% = growth in 10% serum; proliferation, % at 10 µM; actives 0.29% (n = 330,000); AID 2380, 2010;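 active = compounds whose signal lies at least 3.5 SD above the mean of all wells on their plate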;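 note: 0% = DMSO-treated cells in low-serum medium and 100% = 10% serum control; some compounds called inactive have numbers as strong as hits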
tim10-1 inh – growth inhibitors of tim10-1 mutant yeast, primary screen, luminescence, uHTS. S. cerevisiae tim10-1 ts strain growth, BacTiter-Glo, 24 h. inhibition, % at 20 µM. actives 2.2% (n = 330,000);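 active = inhibition of at least 40%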;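 note: mutant grown at 25 °C; 0% = DMSO wells with yeast and 100% = wells holding no yeast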
hIAP inh – human IAP inhibitors, primary screen, biochemical, luminescence, uHTS; purified IAP, CDP-Star luminescence, 30 min; actives 0.12% (n = 330,000); Intestinal-type alkaline phosphatase (Homo sapiens), P09923; inhibition, % at 10 µM; AID 2544, 2010;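 active = inhibition reaching a set limit with compound at 10 µM in the primary screen, cut at about 35% in these data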;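 note: plate controls were DMSO wells with enzyme for no effect and no-enzyme buffer wells for full effect; values of inactives mirror those of a sister screen read the other way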
Target sequence (P09923 whole entry, looked up): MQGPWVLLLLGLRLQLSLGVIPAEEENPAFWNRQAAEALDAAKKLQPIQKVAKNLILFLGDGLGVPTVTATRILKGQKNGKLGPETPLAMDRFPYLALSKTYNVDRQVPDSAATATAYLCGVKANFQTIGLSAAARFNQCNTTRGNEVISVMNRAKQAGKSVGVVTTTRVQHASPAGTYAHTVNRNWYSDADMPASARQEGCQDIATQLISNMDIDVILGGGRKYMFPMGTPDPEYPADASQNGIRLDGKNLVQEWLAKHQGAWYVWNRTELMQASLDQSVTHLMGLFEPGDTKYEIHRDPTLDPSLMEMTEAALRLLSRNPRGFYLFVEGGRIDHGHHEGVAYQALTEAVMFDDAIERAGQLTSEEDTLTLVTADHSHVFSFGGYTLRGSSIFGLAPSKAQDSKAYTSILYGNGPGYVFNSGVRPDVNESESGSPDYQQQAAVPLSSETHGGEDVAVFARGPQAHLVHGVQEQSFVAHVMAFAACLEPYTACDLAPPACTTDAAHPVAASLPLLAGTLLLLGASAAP
NLRP3 yeast inh – NALP3 inflammasome inhibitors in reconstituted yeast, primary screen, luminescence, uHTS | Yeast reconstituted NLRP3/ASC/caspase-1, beta-gal luminescence, 24 h | inhibition, % at 10 µM | actives 0.39% (n = 330,000) | AID 2825, 2010;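 active = inhibition of 50% or more; inactive = inhibition below 50%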;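 note: plate controls were induced DMSO wells for no effect and uninduced yeast grown without galactose for full effect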
A3G deaminase – APOBEC3G DNA deaminase inhibitors, primary screen, biochemical, fluorescence, single-stranded DNA substrate, uHTS; DNA dC->dU-editing enzyme APOBEC-3G (Homo sapiens), Q9HC16; inhibition, % at 20 µM; AID 493012, 2011; actives 0.28% (n = 330,000); recombinant A3G, ssDNA deamination FAM/TAMRA fluorescence;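 active = inhibition of at least 40% at 20 µM, with no more than 30% in the related APOBEC3A deaminase screen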;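 note: plate controls were DMSO wells with A3G for no effect and wells lacking A3G enzyme for full effect; some compounds called inactive have numbers as strong as hits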
Target sequence (Q9HC16 whole entry, looked up): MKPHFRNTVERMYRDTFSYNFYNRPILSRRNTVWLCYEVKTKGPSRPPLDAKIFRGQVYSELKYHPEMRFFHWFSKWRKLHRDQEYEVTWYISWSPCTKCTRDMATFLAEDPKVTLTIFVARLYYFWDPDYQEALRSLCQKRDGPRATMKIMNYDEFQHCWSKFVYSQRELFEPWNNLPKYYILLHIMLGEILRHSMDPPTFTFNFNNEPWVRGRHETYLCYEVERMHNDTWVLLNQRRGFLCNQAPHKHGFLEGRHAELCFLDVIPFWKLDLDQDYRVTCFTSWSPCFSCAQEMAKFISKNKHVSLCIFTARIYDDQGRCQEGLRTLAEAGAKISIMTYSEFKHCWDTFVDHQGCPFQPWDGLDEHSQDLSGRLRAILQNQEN
mIAP inh – inhibitors of mouse IAP, primary screen, biochemical, luminescence, uHTS. purified mouse IAP, CDP-Star luminescence, 30 min. inhibition, % at 10 µM. actives 0.2% (n = 330,000). AID 2806, 2010;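 active = inhibition of at least 40% at 10 µM in the primary screen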;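 note: plate controls were DMSO with enzyme for no effect and no enzyme wells for full effect; values of inactives mirror those of a sister screen read the other way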
TIM10 inh – growth inhibitors of isogenic TIM10 control yeast, primary screen, counter-screen for tim10-1 yeast inhibitor project, luminescence, uHTS | S. cerevisiae TIM10 strain growth, BacTiter-Glo luminescence, 24 h | inhibition, % at 10 µM | actives 1.4% (n = 330,000) | AID 463195, 2010;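 active = inhibition of 40% or more at the single tested concentration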;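 note: wild-type TIM10 isogenic control strain grown at permissive 25 °C; 0% = DMSO yeast wells and 100% = minimal medium wells without yeast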
mIAP act – activators of mouse IAP, primary screen, biochemical, luminescence, uHTS | intestinal alkaline phosphatase [Mus musculus] | activation factor at 10 µM | AID 2805, 2010 | muIAP, CDP-Star luminescence, 30 min; hits give high values; 1 = vehicle-only enzyme signal, 0 = enzyme-free wells | actives 0.24% (n = 330,000);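 active = activation factor of at least 2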; note: the source names both 10 and 20 µM as test concentration; values of inactives mirror those of a sister screen read the other way
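Assay system: mouse IAP enzyme / Compound: DMSO-dissolved test compounds / Timing: 30 min, room temperature / Measured by: luminescence from enzymatic CDP-Star hydrolysis / Control set: DMSO-only wells, enzyme-free buffer wells as negative control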
APOBEC3A inh – APOBEC3A ssDNA deaminase inhibitors, primary screen, selectivity assay for APOBEC3G inhibitor project, biochemical, FAM/TAMRA oligo cleavage fluorescence. recombinant A3A, FAM/TAMRA ssDNA deamination fluorescence. inhibition, % at 20 µM. actives 0.41% (n = 330,000). AID 493011, 2011;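 active = at least 40% inhibition at 20 µM here, with at most 30% in a related deaminase screen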;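 note: plate controls were A3A with DMSO for no effect and wells lacking A3A enzyme for full effect; some results filed as inactive read as strong as hits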
Numbers without * were called inactive.

entry	Compound	beta cell repl	tim10-1 inh	hIAP inh	NLRP3 yeast inh	A3G deaminase
1	CCn1c(C)nc2cc(S(=O)(=O)Nc3ccc(C)cc3)ccc21	-4	-4	-20	3	17
2	CCc1ccccc1NC(=O)Cn1nnc(-c2cccnc2)n1	0	-2	6	-3	-1
3	CC(NCC(=O)NCC(=O)Nc1ccc(F)cc1)c1cccc(C(F)(F)F)c1 (stereo not given)	1	2	-4	-12	-5
4	COCC(=O)NCCNc1nc2ccc(C)cc2cc1C	-2	12	9	12	2
5	COc1ccccc1N1CCN(C(=O)CSc2nnc(NC(=O)c3ccco3)s2)CC1	-2	21	-9	-10	-5
6	Oc1ccc2nnc3c(Br)cnn3c2c1	2	-17	16	-7	-9
7	COc1ccc(NC(=S)Nc2ncccc2C)cc1OC	2	22	2	18	-4
8	O=C(CNS(=O)(=O)c1ccc(Br)cc1)N1CCOCC1	-1	18	-8	22	-2
9	Cc1cccc(OCc2nnc(SCC(=O)Nc3ccc(C)c(C)c3)o2)c1	-4	-14	-22	9	1
10	C=CCn1c(O)c(CN2CCOCC2)c(C)c(C#N)c1=O	0	-5	10	17	-9
11	Cc1ccc(NC(=O)Cc2cn(C)c3ccccc23)cc1F	-1	28	-29	34	-4
12	Nc1nc(-c2ccccc2)c(N=Nc2cccnc2)s1	-3	17	31	30	-1

entry	mIAP inh	TIM10 inh	mIAP act	APOBEC3A inh
1	3	-3	0.97	66*
2	10	17	0.9	0
3	-10	-2	1.1	-2
4	-2	-5	1	1
5	3	1	0.97	-4
6	19	17	0.81	-3
7	-2	9	1	-2
8	0	-15	1	1
9	9	-7	0.91	0
10	5	2	0.95	-4
11	-15	11	1.2	-1
12	21	26	0.79	-2

Given with two lines to a compound: three of the compounds above.
Values run as follows: beta cell repl	tim10-1 inh	hIAP inh	NLRP3 yeast inh	A3G deaminase	mIAP inh	TIM10 inh	mIAP act	APOBEC3A inh
#10 C=CCn1c(O)c(CN2CCOCC2)c(C)c(C#N)c1=O
 : 0	-5	10	17	-9	5	2	0.95	-4
#3 CC(NCC(=O)NCC(=O)Nc1ccc(F)cc1)c1cccc(C(F)(F)F)c1 (stereo not given)
 : 1	2	-4	-12	-5	-10	-2	1.1	-2
#9 Cc1cccc(OCc2nnc(SCC(=O)Nc3ccc(C)c(C)c3)o2)c1
 : -4	-14	-22	9	1	9	-7	0.91	0

Other records follow.
entry	Compound	beta cell repl	tim10-1 inh	hIAP inh	NLRP3 yeast inh	A3G deaminase
13	COc1ccc(CCNC(=S)NC(=O)c2cc(OC)c(OC)c(OC)c2)cc1OC	-2	7	8	6	1
14	CCOC(=O)c1c(-n2cnnn2)sc(C)c1C	0	4	20	-7	16
15	CCOc1ccccc1NC(=O)CSc1nnc(CNC(=O)c2c(F)cccc2Cl)o1	-1	5	8	7	-6
16	CCOC(=O)N1CCN(C2OC(=O)c3ccccc32)CC1 (stereo not given)	0	5	-1	7	-2
17	COc1cccc(-c2csc(N3CCN(C(=S)NCC(C)C)CC3)n2)c1	-4	29	4	13	-1
18	O=C(CSCc1ccc(C(=O)O)cc1)Nc1ccc2ccccc2c1	0	1	4	5	-5
19	Cn1cc(S(=O)(=O)N2CCCC2)cc1C(=O)NCc1ccccc1	0	-2	12	-12	-4
20	Cc1ccc(-c2nn(C)c(=O)c3ccccc23)cc1CN1CCCCC1	-1	11	13	9	-9
21	Cc1ccc2c(c1)C1CN(C)CCC1N2Sc1ccccc1[N+](=O)[O-] (stereo not given)	-6	27	14	13	-7
22	CCOC(=O)N1CCC(=NNC(=O)c2ccc(O)cc2)CC1	-2	-1	7	3	-1
23	CCCCN(Cc1ccccc1)c1ncnc2nc[nH]c12	2	10	-44	12	-8
24	COc1ccc(S(=O)(=O)N2CCN(CCC(=O)Nc3ccc(F)cc3)CC2)cc1	0	21	-5	12	-5

entry	mIAP inh	TIM10 inh	mIAP act	APOBEC3A inh
13	2	-5	0.97	1
14	5	9	0.95	-2
15	5	10	0.95	-2
16	-3	8	1	1
17	-12	35	1.1	4
18	-3	9	1	0
19	-11	-10	1.1	-1
20	4	20	0.96	-3
21	8	23	0.92	-1
22	5	8	0.95	0
23	4	2	0.96	-4
24	-4	11	1	-2

Continued.
entry	Compound	beta cell repl	tim10-1 inh	hIAP inh	NLRP3 yeast inh	A3G deaminase
25	COc1ccc(-c2noc(CCC(N)=O)n2)cc1OC	3	-2	6	-2	-3
26	COc1ccccc1-c1cc(C(=O)Nc2ccc(F)cc2F)no1	-3	9	6	-2	0
27	Cn1c(C(=O)NCc2ccco2)cc2c(=O)[nH]c3ccccc3c21	-2	16	21	1	-2
28	Cc1ccc(S(=O)(=O)CCCS(=O)(=O)c2ccc(C)cc2)cc1	-3	17	-2	17	-9
29	Cc1ccc(-n2ncc3c(=O)n(CC(=O)NCc4ccco4)cnc32)cc1	-2	-1	-16	8	-1
30	COc1ccccc1NS(=O)(=O)c1cc(NC(C)=O)ccc1N1CCCCC1	-1	38	-24	-12	22
31	CCn1c(CSCc2c(Cl)cccc2Cl)n[nH]c1=S	6	34	-18	21	12
32	O=C1C=C(c2ccc3c(c2)OCO3)C[C@@H](c2ccc3c(c2)OCO3)C1	-1	-15	0	36	-10
33	COc1ccc(-c2nc(NC(=O)Cn3ccc(C(F)(F)F)n3)sc2C)cc1	-6	29	-6	16	-3
34	CCOC(=O)c1sc(=NC(=O)c2cccc(OC)c2)n(C)c1C	1	15	9	15	-5
35	CCCCn1nc(NC(=O)COC)c2cc3cc(OC)ccc3nc21	-1	-23	-17	18	-5
36	Cc1cccc(C)c1NC(=O)COC(=O)CN1C(=O)C2CCCCC2C1=O (stereo not given)	0	-14	1	9	-6

entry	mIAP inh	TIM10 inh	mIAP act	APOBEC3A inh
25	-1	4	1	1
26	-6	3	1.1	6
27	9	19	0.91	-2
28	-2	3	1	-4
29	-14	1	1.1	0
30	0	9	1	-1
31	11	54*	0.89	-3
32	2	-17	0.98	-1
33	-5	3	1	2
34	-2	13	1	-4
35	-35	1	1.4	1
36	2	6	0.98	-2

Taken from above:
For mIAP inh, no. 24 has the entry -4
For TIM10 inh, no. 4 has the entry -5

Sorted by value in hIAP inh (lowest first): 5 from the list above.
no. | SMILES | hIAP inh | NLRP3 yeast inh | A3G deaminase | mIAP inh | mIAP act | APOBEC3A inh
30 | COc1ccccc1NS(=O)(=O)c1cc(NC(C)=O)ccc1N1CCCCC1 | -24 | -12 | 22 | 0 | 1 | -1
31 | CCn1c(CSCc2c(Cl)cccc2Cl)n[nH]c1=S | -18 | 21 | 12 | 11 | 0.89 | -3
29 | Cc1ccc(-n2ncc3c(=O)n(CC(=O)NCc4ccco4)cnc32)cc1 | -16 | 8 | -1 | -14 | 1.1 | 0
36 | Cc1cccc(C)c1NC(=O)COC(=O)CN1C(=O)C2CCCCC2C1=O (stereo not given) | 1 | 9 | -6 | 2 | 0.98 | -2
34 | CCOC(=O)c1sc(=NC(=O)c2cccc(OC)c2)n(C)c1C | 9 | 15 | -5 | -2 | 1 | -4

Going on with the list:
entry	Compound	beta cell repl	tim10-1 inh	hIAP inh	NLRP3 yeast inh	A3G deaminase
37	OCCCc1cn(Cc2ccccc2)c2ccccc12	-2	0	15	19	-5
38	COc1cccc(C(=O)Nc2cccnc2)c1	0	-3	13	26	-5
39	CCN(CC)C1CCN(C(=O)c2cc(COc3cccc4cccnc34)on2)C1 (stereo not given)	-1	-3	-4	7	4
40	COC(CNc1cc(=O)oc2ccccc12)OC	0	1	-4	2	0
41	CC(=O)Nc1ccccc1C(=O)N1CCN(Cc2ccccc2)CC1	-2	7	5	22	-10
42	O=C(CCN1C(=O)c2ccccc2S1(=O)=O)NCc1ccccc1	1	12	8	7	-9
43	CCCCn1c(N)c(N(CC(C)C)C(=O)C2=NN(c3cc(C)ccc3C)C(=O)CC2)c(=O)[nH]c1=O	-2	2	-5	4	-6
44	CCOc1nc2cnccc2n(CC(=O)Nc2ccc(C)c(C)c2)c1=O	0	6	13	4	-5
45	O=c1nc(N/N=C/c2c[nH]c3ccccc23)cn[nH]1	0	-2	-29	9	-3
46	Cc1ccc(NC(=O)c2noc(C(C)C)c2[N+](=O)[O-])cc1	-6	27	-13	7	-4
47	Cc1ccccc1C(=O)c1cn[nH]c1-c1ccccc1O	1	22	-64	20	-5
48	COc1ccc(CCNC(=O)c2cc3sc(Cl)cc3n2C)cc1OC	3	27	0	12	-15

entry	mIAP inh	TIM10 inh	mIAP act	APOBEC3A inh
37	-1	-24	1	-7
38	4	2	0.96	1
39	-4	-9	1	1
40	1	-3	0.99	2
41	2	7	0.97	-1
42	14	-2	0.86	-4
43	-6	4	1.1	1
44	-2	-2	1	-1
45	-4	10	1	1
46	5	28	0.95	0
47	0	-5	1	-2
48	-62	-2	1.6	-4

Next section
entry	Compound	beta cell repl	tim10-1 inh	hIAP inh	NLRP3 yeast inh	A3G deaminase
49	COc1ccc(NC(=O)COc2ccccc2C)cc1S(=O)(=O)N1CCCCC1	8	-12	-4	22	-9
50	N#CCSc1nnc(-c2c[nH]c3ccccc23)o1	2	5	-10	8	-5
51	CN(CC(=O)Nc1ccccc1Cl)C(=O)COC(=O)C1CC1	-2	10	9	10	-8
52	COC(=O)Cn1nnc(-c2cccc(OC)c2)n1	0	-12	-37	8	2
53	O=C(Cn1c(=O)oc2ccccc21)Nc1ccccc1Cl	-2	-15	-18	13	-6
54	Cc1nc2c(c3c1[nH]c1ccccc13)C(O)CC(C)(C)C2 (stereo not given)	1	3	6	-4	-7

entry	mIAP inh	TIM10 inh	mIAP act	APOBEC3A inh
49	-10	-18	1.1	0
50	0	4	1	-8
51	8	-6	0.92	-2
52	-4	-5	1	-3
53	-17	-8	1.2	-4
54	-10	6	1.1	0
